Screens as filed in PubChem.
CRFR2-BP ag = agonists of CRF-BP/CRF-R2 complex, primary screen, cell-based, HEK293, calcium dye fluorescence, uHTS | CRF-binding protein / CRF receptor 2 complex (human) | activation, % at 13.2 µM | actives 0.46% (n = 350,000) | calcium dye fluorescence (FLIPR); percent of saturating CRF peptide response;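 active means activation of at least 50%, plus an integration ratio under a set limit after plate pattern correction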;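 further: plate controls were neutral control wells without compound for no effect and CRF at EC100 for full effect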
IDE act = human IDE activators in live cells, primary screen, fluorescence polarization, HEK cells, FAbeta-B substrate; actives 0.073% (n = 340,000); activation, % at 5.96 µM; FAbeta-B cleavage; 0% vehicle, 100% cell-free pure enzyme wells; Insulin-degrading enzyme (Homo sapiens), P14735;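 active means activation above the mean of all tested compounds plus 3 SD, set per screening campaign, cut at about 17% in these data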
Target sequence (P14735 whole entry, looked up): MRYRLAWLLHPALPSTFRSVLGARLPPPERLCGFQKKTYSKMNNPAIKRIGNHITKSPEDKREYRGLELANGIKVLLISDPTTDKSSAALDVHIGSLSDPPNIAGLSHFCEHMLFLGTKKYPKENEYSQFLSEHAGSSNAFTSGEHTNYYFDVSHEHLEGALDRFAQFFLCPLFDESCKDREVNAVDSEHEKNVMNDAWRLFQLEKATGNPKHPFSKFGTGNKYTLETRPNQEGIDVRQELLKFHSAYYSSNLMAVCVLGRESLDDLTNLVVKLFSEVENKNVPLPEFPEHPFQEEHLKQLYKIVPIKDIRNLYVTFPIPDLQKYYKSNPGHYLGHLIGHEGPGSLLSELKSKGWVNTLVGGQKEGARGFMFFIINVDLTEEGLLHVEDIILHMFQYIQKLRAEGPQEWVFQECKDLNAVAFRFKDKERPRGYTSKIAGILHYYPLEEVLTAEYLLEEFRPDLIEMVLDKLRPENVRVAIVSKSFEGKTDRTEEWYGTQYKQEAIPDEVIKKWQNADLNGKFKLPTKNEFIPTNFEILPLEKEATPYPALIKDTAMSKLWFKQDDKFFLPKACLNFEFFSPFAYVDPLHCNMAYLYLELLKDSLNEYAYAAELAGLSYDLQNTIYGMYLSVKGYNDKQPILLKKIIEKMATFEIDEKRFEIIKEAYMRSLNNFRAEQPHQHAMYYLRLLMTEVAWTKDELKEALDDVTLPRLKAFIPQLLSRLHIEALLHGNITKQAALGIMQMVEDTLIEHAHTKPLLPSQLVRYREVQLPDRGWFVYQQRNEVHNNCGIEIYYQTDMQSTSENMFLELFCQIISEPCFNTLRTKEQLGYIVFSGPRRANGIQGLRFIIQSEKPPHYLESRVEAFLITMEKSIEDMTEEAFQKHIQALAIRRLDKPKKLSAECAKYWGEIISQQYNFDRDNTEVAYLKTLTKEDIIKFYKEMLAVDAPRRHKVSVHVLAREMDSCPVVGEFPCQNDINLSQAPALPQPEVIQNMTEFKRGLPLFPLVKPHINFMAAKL
MEKK3 PB1 HTS = modulators of MEKK3-MEK5 PB1 binding, primary screen, biochemical, wildtype MEKK3, multiplex bead flow cytometry, Alexa488-MEK5; actives 1.4% (n = 290,000); Mitogen-activated protein kinase kinase kinase 3 (Homo sapiens), Q99759; bead-based flow cytometry, Alexa488-MEK5 binding to MEKK3; actives lie on both sides; 0 = blocked by unlabeled MEK5, 100 = vehicle; binding response (% of control), % at 10 µM;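 active means binding response more than 3 SD above or below the average of its plate-row segment, actives on both sides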;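 further: Alexa488 bead fluorescence after subtracting the streptavidin-only scavenger bead signal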
PHOSPHO1 block = PubChem AID 1565. inhibition, % at 13.3 µM. actives 1.1% (n = 290,000). recombinant PHOSPHO1, absorbance phosphatase assay. Phosphoethanolamine/phosphocholine phosphatase (Homo sapiens), Q8TCT1; in the data active means inhibition above about 60%
IDE cell inh = human IDE inhibitors in live cells, primary screen, fluorescence polarization, HEK cells, FAbetaB substrate; actives 0.41% (n = 320,000); FAbetaB cleavage; inhibition, % at 5.59 µM; Insulin-degrading enzyme (Homo sapiens), P14735;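 active means percent inhibition above the average of all tested compounds plus 3 SD, set per screening campaign, cut at about 16% in these data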;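 further: IDE supplied by intact live HEK cells; FP after avidin binding of uncleaved biotin substrate so inhibition keeps polarization high; 0% = DMSO wells and 100% = 60 µM reference IDE inhibitor Ii1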
CHRM4 PAM = human M4 muscarinic receptor positive allosteric modulators, primary screen, CHO-K1 cells, Fluo-8 calcium fluorescence; Muscarinic acetylcholine receptor M4 (Homo sapiens), P08173; CHO-K1 hM4/Gqi5, ACh EC20; 0% = ACh EC20, 100% = maximal ACh; activation, % at 3 µM; actives 0.4% (n = 360,000); AID 624126, 2012;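 active means activation above its plate's cutoff, the mean activation of sample wells plus 3 SD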; further: some results filed as inactive read as strong as hits
pCIP destab = p/CIP-EGFP fusion destabilizers, primary screen, fluorescence, F442A cells; 16 h; actives 0.01% (n = 290,000); Q05BA5; decrease of EGFP signal, % at 10 µM;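 active means EGFP signal decrease of at least 30% at 10 µM or well 3 SD below plate mean, unless failing retest; inactive means the rest, including hits failing retest or dose response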; further: some compounds called inactive have numbers as strong as hits; many of its hits are not listed in these tables
GalR3 antag = GalR3 antagonists in HEK293 cells, primary screen, cell-based, fluorescence readout. HEK293 GalR3-CNG cAMP membrane potential fluorescence; galR3 body fused to GalR1 C-terminus. inhibition, % at 3 µM. Galanin receptor type 3 (Homo sapiens), O60755. actives 0.44% (n = 360,000). AID 651719, 2012;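 active means inhibition above the screen-wide average plus 3 SD, cut at about 13% in these data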;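 further: forskolin and galanin both at EC90 stimulate the cells; cAMP rise reported by CNG channel membrane potential dye signal; 0% = forskolin plus galanin with DMSO and 100% = forskolin alone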
CRFR2-BP antag = antagonists of CRF-BP/CRF-R2 complex, primary screen, cell-based, HEK293, calcium dye fluorescence, uHTS | inhibition, % at 11.8 µM | CRF-induced calcium fluorescence | actives 0.59% (n = 350,000);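 active means inhibition of the ligand-induced calcium signal above about 50% at the single tested concentration, limit read from the data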
The depositor's hits bear a star; · = no result given; & = joins results of further samples.

SMILES	CRFR2-BP ag	IDE act	MEKK3 PB1 HTS	PHOSPHO1 block	IDE cell inh	CHRM4 PAM	pCIP destab	GalR3 antag	CRFR2-BP antag
CN1C(=S)SC(/[N+]([O-])=C\c2ccccc2F)C1(C)C (stereo unspecified)	3.4	-2	90	37	9	7	-8	-5	-23
Cc1ccc(C)c(SCC(=O)NNC(=O)c2ccccc2)c1	0.7	-1	98	39	6	1	-18	-8	5
Cn1c(CCCOc2ccc(Cl)cc2Cl)nnc1SCC(=O)Nc1ccc(F)c(Cl)c1	10	0	101	3	1	-4	-11	7	-50
COc1ccc(NC(=O)c2cc(S(=O)(=O)N3CCCCC3)ccc2OC)cc1	0.5	-2	101	-12	-1	4	6	-8	-10
COc1ccccc1-n1c(SCC(=O)Nc2ccc(Cl)cc2)nc(O)c(Cc2ccccc2)c1=O	1.3	·	·	·	·	9	·	-4	-19
CC1CCCN(C(=O)c2ccc(NS(=O)(=O)c3ccc4[nH]c(=O)[nH]c4c3)cc2)C1 (stereo unspecified)	0.3	1	·	·	4	0	·	-3	-14
CC(C)[C@H](NC(=O)N1CCn2c1nc1ccccc12)C(=O)NCCc1ccccc1	0.5	-3	100	60	7	-3	-6	6	3
Cc1cccc(NC(=O)CN(C)C(=O)Cc2ccc(-c3ccccc3)cc2)c1C	-1.8	·	·	·	·	0	·	-9	14
Cc1ccc(Nc2nnns2)cc1	-1.3	4	104	49	2	7	-20	-5	5
O=C(Nc1cc(Cl)cc(Cl)c1)C1CCCC1	-2.7	3	107	27	0	-9	2	-5	-9
CCOc1ccccc1C(=O)OCC(=O)NCC1CCCO1 (stereo unspecified)	0.8	3	·	·	-1	3	·	-9	108*
O=C1NC(Nc2ccccn2)(C(F)(F)F)C(=O)N1c1ccc(F)cc1 (stereo unspecified)	-2.3	7	92	-27	2	2	1	-4	-5
CCOCCn1c(CC)nc2ccccc21	5.0	6	102	24	2	7	-12	-3	-8
Cc1nnc(SCc2nc3sc4c(c3c(=O)[nH]2)CCCC4)[nH]c1=O	1.0	1	101	17	2	6	-14	0	-10
Cc1cc2ccccn2c1C(=O)c1ccc(NN)c([N+](=O)[O-])c1	-2.3	-2	105	-98	8	-4	-11	-9	-11
COc1ccc(/C=N/Nc2cc(N3CCCC3)nc(N3CCCC3)n2)cc1	1.6	3	130*	-5	-5	5	-2	-8	-79
CN=C(C)/C(C(=O)OC)=C(/O)c1ccccc1F	0.2	7	93	-1	0	5	-9	1	-10
CCOC(=O)c1sc(NC(=S)NC(=O)c2ccccc2)nc1C	30	7	121	-21	-5	6	-2	-6	-22
COCCCN1C(=O)C(=O)/C(=C(/O)c2ccc(S(=O)(=O)N3CCCCC3)cc2)C1c1ccc(OC)cc1 (stereo unspecified)	0.5	7	100	-4	5	2	10	-8	-8
CCCCC(=O)Nc1nn(CCC)c2nc3ccccc3cc12	-0.2	1	90	-7	5	7	-11	-4	-2
C=CCn1c(CCSCc2ccc(OC)c(C)c2)n[nH]c1=S	-11	-3	100	-35	6	-7	-10	-6	10
CC(=O)Nc1ccc(NC(=O)CSC2=NCCS2)cc1	-2.0	3	·	27	·	16	7	2	17
CCCCNC(=O)c1cc2c(=O)n3cccc(C)c3nc2n(Cc2ccccc2)c1=N	2.3	0	97	-4	0	-1	-8	-1	-1
CC(=O)N1CCc2cc(S(=O)(=O)CCC(=O)NCc3cccs3)ccc21	1.5	-2	·	18	-3	1	-14	0	-13
O=C(C[C@H]1C[C@H](C(=O)N2CCCCC2)[C@@]2(CCc3ccccc3)c3[nH]c4cc(-c5ccco5)ccc4c3CCN2C1=O)NCc1cccc(C(F)(F)F)c1	2.1	3	·	·	·	5	·	-6	-1

New compounds follow:
SMILES	CRFR2-BP ag	IDE act	MEKK3 PB1 HTS	PHOSPHO1 block	IDE cell inh	CHRM4 PAM	pCIP destab	GalR3 antag	CRFR2-BP antag
NCc1ccc(S(N)(=O)=O)cc1	0.4&0.9	8&0	97	-6	0&3	-2&-6	-7	-1	-7&-12
CCc1cccc(CC)c1-n1c(SCc2cc(=O)n3ccsc3n2)nnc1-c1cccnc1	-2.1	1	103	42	4	5	-4	0	12
CC(C)N1CC(C(=O)Nc2cccc([N+](=O)[O-])c2)CC1=O (stereo unspecified)	-1.1	5	103	18	5	0	4	-4	10
CO/N=C/C=C1/N(C)c2ccccc2C1(C)C	-0.2	6	97	23	2	6	-18	-4	-4
COc1ccc(-c2nc(C#N)c(NC(C)c3ccccc3)o2)cc1OC (stereo unspecified)	-1.8	0	·	18	-1	5	0	20*	17
N#CCCN(Cc1ccccc1)C(=O)CCC(=O)c1ccc(F)cc1	-1.2	·	·	·	·	2	·	-5	3
Cc1cc(S(=O)(=O)NCCCn2ccnc2)c(C)cc1Cl	-0.8	2	107	39	3	2	-2	-8	0
COc1ccc(S(=O)(=O)N(C)CC(=O)NCCN2CCOCC2)cc1C	0.3	1	101	30	-4	1	-5	-8	-6
CC(C)(C)NC(=O)C(=O)NNC(=O)COc1ccccc1	-1.0	8	100	-9	0	0	7	2	20
O=S(=O)(c1cccc(C(F)(F)F)c1)N1CCN(CC(O)COCc2ccccc2)CC1 (stereo unspecified)	-2.6	3	·	·	2	1	·	10	-26
COc1ccc(C)cc1NC(=O)Nc1cccc(C)c1	-1.8	-4	107	5	4	5	5	-6	16
CC(=O)Cc1nsc(Nc2cccc(C)c2)n1	-2.7	8	96	24	0	1	9	-1	-9
CC(/C=C/c1ccccc1)=N/NC(=O)CNC(=O)c1ccc2c(c1)OCO2	0.4	3	·	20	-2	-1	-4	2	72*
C[C@H](CO)N1C[C@H](C)[C@@H](CN(C)C(=O)Nc2ccc3c(c2)OCO3)Oc2ccc(NC(=O)Nc3ccc4c(c3)OCO4)cc2C1=O	0.2	2	·	·	0	6	·	-1	7
O=C(NC1Cc2ccccc2C1)c1cc(COc2cccc(C(F)(F)F)c2)on1	5.3	6	101	34	4	-1	3	-1	8
O=C(O)CSc1nnc(-c2cccc(S(=O)(=O)N3CCOCC3)c2)n1-c1ccc(F)cc1	-0.5	6	·	·	-4	9	·	1	5
CCOC(=O)c1c(C=O)c2sc(C)cc2n1C	-6.9	2	100	28	0	21	-8	-2	5
CCOC(=O)/C=C/C(=O)Nc1cccc([N+](=O)[O-])c1	0.6	-23	100	-7	8	0	-1	·	22
O=C(N/N=C/c1cccnc1)c1ccc2c(c1)OCCO2	-0.7	0	86	-3	-1	3	-8	-4	5
COc1ccccc1CNC(=O)N[C@@H](Cc1ccccc1)C(=O)O	3.4	7	91	14	-6	3	4	3	1
Cc1ccc(NC(=O)C2(S(=O)(=O)c3ccc(Cl)cc3)CC2)c(Br)c1	1.3	3	100	19	-3	-10	-18	-8	8
Cc1noc(C)c1C(=O)OCC(=O)NCCC1=CCCCC1	-1.7	-1	97	11	2	-1	-5	-1	3
CC(C)C[C@H](NC(=O)N1CCn2c1nc1ccccc12)C(=O)NC1CC1	0.4	4	102	14	5	6	4	4	-11
COc1ccc2oc(C(=O)OCC(=O)N3CCCCC3)c(C)c2c1	-2.1	4	·	·	5	-6	·	-4	6
O=C(COc1ccc(Br)cc1)N(Cc1ccccc1)c1ccccn1	1.5	0	102	8	0	-8	4	-11	-4

More records:
SMILES	CRFR2-BP ag	IDE act	MEKK3 PB1 HTS	PHOSPHO1 block	IDE cell inh	CHRM4 PAM	pCIP destab	GalR3 antag	CRFR2-BP antag
CCn1c(O)c(C(C#N)=C2N=c3ccccc3=N2)c2ccccc21	5.8	1	94	51	-5	7	13	-5	-10
C/C(=N\O)C1CC(CC(=O)O)C1(C)C (stereo unspecified)	-0.7	2	98	20	-2	0	-6	-7	8
COC(=O)C(CSCc1ccccc1)NC(=O)CSc1nc(N)cc(=O)[nH]1 (stereo unspecified)	1.4	-5	102	-4	3	1	19	-3	17
COC(=O)c1ccccc1-c1ccc(/C=C2\C(=O)N(c3ccccc3)N=C2c2ccccc2)o1	1.9	1	87	-9	6	6	-10	-7	3
CCCCNC(=O)c1sc2nc(C)cc(COC)c2c1-n1cccc1	-2.2	5	·	16	-3	15	-27	-6	6
CC1=C(C#N)C(NC(=O)c2ccc(Cl)cc2)(C(F)(F)F)C(=O)N1 (stereo unspecified)	5.2	5	127	8	3	-3	-5	-1	13
CCc1nnc(NS(=O)(=O)c2ccc(N=Cc3c(C)[nH]n(-c4cccc(Cl)c4)c3=O)cc2)s1	-0.9	2	76	-5	6	-4	-2	-1	51*
Cc1ccc(S(=O)(=O)N(C)CCCC(=O)Nc2cccc3ccccc23)cc1	0.0	-1	61	7	-5	-7	-12	-6	-1
COCCn1c(SCC(=O)Nc2ccccc2C)nc2c(oc3ccccc32)c1=O	1.0	1	103	-1	-1	-1	-1	1	8
Cc1cc(OCC(=O)Nc2ccc(OCc3ccccc3)cc2)nc(C(C)C)n1	0.0	-5	100	-9	-1	10	-4	3	-41
Cc1ccc(OCC(=O)NCCNC(=O)c2ccco2)cc1	-0.2	-1	100	13	3	10	-11	3	-2
COc1ccccc1-c1c(C)oc2c(CN3CCN(CCO)CC3)c(O)ccc2c1=O	-2.2	-2	·	6	·	13	-1	6	1
CCN(C(=O)COc1ccc(C)cc1OC)c1cccc2ccccc12	-2.9	1	·	·	-4	4	·	-5	13
CC(=O)Nc1ccc(C(=O)CSc2nnc(Cn3nnc4ccccc43)n2C)cc1	2.6	3	101	28	-2	-6	5	-3	-3
COc1ccccc1NC(=O)CSc1nc(=O)n(Cc2ccncc2)c2c1CCCC2	0.2	0	·	·	8	0	·	-7	8
CC(=O)Oc1ccc(C(=O)O)cc1OC(C)=O	2.3	0	107	11	1	15	-20	-2	16
Cc1cc2nc(-c3ccccc3)cc(=O)n2[nH]1	-0.6	8	101	29	0	-7	4	-5	-1
COc1ccccc1N(CC(=O)N1CCN(c2ccc(F)cc2)CC1)S(=O)(=O)c1ccc(C)cc1	6.6	-1	102	28	2	-1	-7	-4	-13
O=C(O)CSc1nc2ccccc2s1	-1.2	5	89&52	2&6	2	-4	-6&-11	-4	5
COCCNC(=O)c1cc(-c2ccccc2)n(CC2CC(c3ccc(OC)cc3)=NO2)n1 (stereo unspecified)	3.7	-2	·	·	2	-3	·	-2	12
CCCN(Cc1nnc(-c2cccs2)o1)C(=O)CN1C(=O)NC2(CCCCC2)C1=O	-2.9	3	·	·	·	-2	·	2	19
COc1cccc(CN2CCc3ccc(NC(=O)CCc4ccc(C)cc4)cc3C2)c1O	1.0	-8	101	42	8	-11	9	-11	-1
CN(C(=O)c1ccccc1)C1c2c(ccc3ccccc23)OCC1CO (stereo unspecified)	0.0	4	92	-21	4	-5	-3	-8	5
O=c1c2[nH]c3ccc(F)cc3c2ncn1CC1CCCO1 (stereo unspecified)	-2.6	0	95	8	7	7	-8	·	-1
COC(=O)c1c(C)oc(C)c1S(=O)(=O)N1CCCCC1	-0.1	5	108	41	-1	8	4	-6	3
